GluA2 TARP mod – GluA2-stargazin AMPA receptor complex modulation. HEK293 GluA2+stargazin, membrane potential dye (FDSS), glutamate EC50; hits were called plate by plate, in both directions. calls only at 30 µM. 40,000 tested, 3.5% active. AID 1259245;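 active means any of four per-well response measures lying three or more SD from its plate-wide compound average, in either direction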
Target sequence (O88602 whole entry, looked up): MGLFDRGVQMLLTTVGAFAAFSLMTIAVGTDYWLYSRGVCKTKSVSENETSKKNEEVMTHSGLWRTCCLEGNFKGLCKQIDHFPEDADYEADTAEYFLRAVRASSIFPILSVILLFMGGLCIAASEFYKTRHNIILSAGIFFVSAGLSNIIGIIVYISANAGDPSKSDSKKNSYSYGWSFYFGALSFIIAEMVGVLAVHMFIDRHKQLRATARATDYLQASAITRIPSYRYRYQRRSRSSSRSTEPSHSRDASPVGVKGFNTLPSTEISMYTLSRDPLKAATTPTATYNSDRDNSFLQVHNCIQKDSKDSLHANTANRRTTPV
Target sequence (P19491 whole entry, looked up): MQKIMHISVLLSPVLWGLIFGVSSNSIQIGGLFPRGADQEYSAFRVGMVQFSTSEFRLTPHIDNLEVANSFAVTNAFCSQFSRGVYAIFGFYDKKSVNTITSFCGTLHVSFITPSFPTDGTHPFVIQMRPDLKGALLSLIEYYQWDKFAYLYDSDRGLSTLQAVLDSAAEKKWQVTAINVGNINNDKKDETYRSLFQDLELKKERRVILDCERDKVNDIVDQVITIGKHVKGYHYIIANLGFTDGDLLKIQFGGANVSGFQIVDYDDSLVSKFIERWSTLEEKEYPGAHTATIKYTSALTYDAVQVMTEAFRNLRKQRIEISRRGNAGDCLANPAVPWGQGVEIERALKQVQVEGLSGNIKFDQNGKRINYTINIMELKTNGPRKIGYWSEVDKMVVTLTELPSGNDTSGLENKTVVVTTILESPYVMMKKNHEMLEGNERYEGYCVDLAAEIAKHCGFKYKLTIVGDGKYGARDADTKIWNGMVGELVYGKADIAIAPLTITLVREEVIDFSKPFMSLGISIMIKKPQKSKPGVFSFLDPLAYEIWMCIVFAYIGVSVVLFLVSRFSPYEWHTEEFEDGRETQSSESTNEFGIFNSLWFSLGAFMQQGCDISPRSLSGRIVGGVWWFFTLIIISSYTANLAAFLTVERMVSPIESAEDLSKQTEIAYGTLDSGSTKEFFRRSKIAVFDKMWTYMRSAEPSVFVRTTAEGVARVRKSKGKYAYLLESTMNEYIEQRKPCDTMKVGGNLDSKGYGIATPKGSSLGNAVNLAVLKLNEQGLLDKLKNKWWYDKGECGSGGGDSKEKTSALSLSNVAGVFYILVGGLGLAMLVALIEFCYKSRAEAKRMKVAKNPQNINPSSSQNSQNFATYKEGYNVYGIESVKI
GluA2 TARP mod agonism max-min – also measured in GluA2 TARP mod; calls as there; compound max-min signal; compound-alone response (agonism);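 unitless range of fluorescence divided by baseline over first 100 seconds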
GluA2 TARP mod glutamate slope – second read-out of GluA2 TARP mod, no call of its own (marks repeat the call); glutamate slope, % of max; measured here: glutamate response slope, % max;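 scaled per plate between vehicle wells and maximal 1 mM glutamate control wells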
* = called active by the depositor; i = inactive; + = active, no number; & = joins results of further samples. The list is partial, so the mix of outcomes need not match the whole.

GluA2 TARP mod	GluA2 TARP mod glutamate slope	GluA2 TARP mod agonism max-min	Compound
i	61	0.1	COCC(C)(O)CNC(=O)c1nc2ccccc2s1 (centres undefined)
i	56	0.11	CCOc1ccc(N2CCCn3c2nc2c3c(=O)n(Cc3ccccc3F)c(=O)n2C)cc1
i	64	0.069	O=C(CSc1nc(=O)n(CCO)c2c1CCCC2)Nc1cccc([N+](=O)[O-])c1
i	40	0.087	COc1ccc(C)cc1N1CCn2c1nc1c2c(=O)n(Cc2cccc(C)c2)c(=O)n1C
i	55	0.1	COc1ccc(S(=O)(=O)N2CCCC2)cc1C
i	47	0.11	O=C(CS(=O)(=O)Cc1ccccc1)Nc1cc(Cl)cc(Cl)c1
i	57	0.076	COc1ccc(S(=O)(=O)Nc2ccc3c(c2)CCCN3S(C)(=O)=O)cc1C
i	65	0.1	Cc1ccc(S(=O)(=O)N(C)c2ccc(C(=O)Nc3nccs3)cc2)cc1
i	24	0.057	Cc1ccc(Cc2nc(-c3ccccn3)no2)cc1
i	69	0.091	Cc1cc(C)cc(OCCNC(=O)COc2ccc3c(c2)OCO3)c1
i	58	0.15	O=C(Cn1c2c(c(=O)n(C3CCCCC3)c1=O)CCC2)Nc1cccc(F)c1
i	99	0.083	COCCNC(=O)C(=O)Nc1ccc(Cl)c(N2CCCS2(=O)=O)c1
i	57	0.11	Cc1nc(-c2cccc(F)c2)sc1CCNC(=O)Nc1ccc2c(c1)OCO2
i	69	0.036	CCOC(=O)c1c(C)[nH]c(NC(=O)Nc2c(CC)cccc2CC)c1C
i	45	0.11	CCCNC(=O)C(=O)c1cn(CC(=O)N2CCOCC2)c2ccccc12
i	64	0.13	COc1ccc(Cl)cc1NC(=O)CN1CCC2(CC1)NC(=O)N(C)C2=O
i	53	0.042	O=C(NCc1ccccc1)C(=O)Nc1ccc(N2CCCS2(=O)=O)cc1
i	54	0.12	Cc1c(C)n2c3c(=O)n(CC(N)=O)c(=O)n(C)c3nc2n1CC(C)C
i	60	0.094	COc1ccc(CCNC(=O)NCC(C)(O)C2CC2)cc1 (centres undefined)
i	49	0.1	CNc1oc(-c2cccs2)nc1S(=O)(=O)c1ccc(Cl)cc1
+	85*	0.075*	COC(=O)c1sccc1S(=O)(=O)N1CCN(c2ccccc2F)CC1
i	54	0.16	CCCCOc1ccc(C(=O)N2CCN(c3ccc(Nc4cccnc4)nn3)CC2)cc1
i	52	0.037	Cc1ccc(C)c(NC2(C#N)CCCCC2)c1
i	41	0.047	Cc1cnc2c(c1SCC(=O)Nc1ccc(Cl)c(Cl)c1)c(=O)n(C)c(=O)n2C
i	53	0.18	Cn1cnc2cc(OC(=O)c3ccc(F)c(F)c3)ccc21
i	61	0.11	CCCOc1ccc(S(=O)(=O)NCC(C)(O)CCSC)cc1 (centres undefined)
i	66	0.091	Cc1cc(NC(C)C)n2nc(C)c(-c3ccccc3Cl)c2n1
i	51	0.061	CCOC(=O)C1CCN(C(=O)C2(c3cccs3)CCOCC2)CC1
i	45	0.063	OC1(c2ccc(Br)cc2)NN=C2CCCCCN21 (centres undefined)
i	63	0.14	O=S(=O)(c1ccccc1)N1CCN(Cc2nc(-c3cccs3)cs2)CC1

Four compounds drawn at random from the list so far, as already listed:
GluA2 TARP mod	GluA2 TARP mod glutamate slope	GluA2 TARP mod agonism max-min	Compound
i	52	0.037	Cc1ccc(C)c(NC2(C#N)CCCCC2)c1
i	69	0.036	CCOC(=O)c1c(C)[nH]c(NC(=O)Nc2c(CC)cccc2CC)c1C
i	63	0.14	O=S(=O)(c1ccccc1)N1CCN(Cc2nc(-c3cccs3)cs2)CC1
i	56	0.11	CCOc1ccc(N2CCCn3c2nc2c3c(=O)n(Cc3ccccc3F)c(=O)n2C)cc1

(continued)
GluA2 TARP mod	GluA2 TARP mod glutamate slope	GluA2 TARP mod agonism max-min	Compound
+	60*	0.23*	COc1cn(-c2ccc(F)cc2)nc1C(=O)NCCCn1ccnc1
i	63	0.097	Cn1c(=O)[nH]c(=O)c2c1ncn2CC(=O)NCc1ccccc1
i	44	0.093	COC(=O)CC1C(=O)NCCN1C(=S)NC(=O)c1cccc(Cl)c1 (centres undefined)
i	61	0.13	CCn1nccc1C(=O)Nc1ccc(-c2nc3ccccc3o2)cc1
+	49*	0.2*	COc1cc([N+](=O)[O-])ccc1NC(=O)c1ccc(=O)n(Cc2ccc(F)cc2)c1
i	43	0.088	O=C(Cn1cnc(-c2ccccc2)cc1=O)Nc1ccc2c(c1)OCO2
i	47	0.03	Cc1ccc(-c2ccc(OCCNS(=O)(=O)c3ccc4c(c3)OCCO4)nn2)cc1
i	53	0.094	NC(=O)c1ccc(NC(=O)Cc2csc(NC(=O)C3CCC(=O)N3)n2)cc1 (centres undefined)
i	54	0.12	COc1ccc(C)cc1NC(=O)Cn1nc(-n2cccn2)ccc1=O
i	47	0.04	COc1ccccc1C1C=C(c2ccc(Cl)cc2)Nc2nc(NS(C)(=O)=O)nn21 (centres undefined)
i	38	0.021	Cc1c(C(=O)Nc2ccc(S(N)(=O)=O)cc2)nnn1-c1cccc(C(F)(F)F)c1
i	76	0.071	Cn1c(=O)c2c(nc3n2CC(COc2ccc4ccccc4c2)O3)n(C)c1=O (centres undefined)
i	51	0.092	NC(=S)c1cc2ccc(O)cc2oc1=O
i	75	0.074	O=C(NCc1ccccc1Cl)C(=O)Nc1ccc(F)c([N+](=O)[O-])c1
i	23	0.019	Cn1nnc2c(SCC(=O)NCc3ccccc3)ncnc21
i	56	0.1	CCCS(=O)(=O)N1CCCc2cc(NC(=O)NCc3ccc(Cl)cc3)ccc21
i	56	0.06	CCOC(=O)c1c(SCC(=O)N2CCc3ccccc32)nc(=O)[nH]c1C
i	58	0.064	COc1ccc(S(=O)(=O)NCC(O)c2ccsc2)c(C)c1 (centres undefined)
i	50	0.071	Cc1cc(NC(=O)CCCS(=O)(=O)c2ccccc2)n(C(C)C)n1
i	58	0.097	COc1ccc(/C=C/C(=O)c2cc(OC)ccc2OC)c(OC)c1
i	59	0.096	COc1ccc(CN2C(=O)N(Cc3ccc(C#N)cc3)c3ccccc3S2(=O)=O)cc1
i	50	0.059	Cn1nnc2c(N3CCN(CC(=O)NC4CCCC4)CC3)ncnc21
i	79	0.099	O=C(CSc1nc2ccccc2s1)N1CCC(Cn2cccn2)CC1
i	67	0.1	Cc1cc(C(=O)N2CCOCC2)nn1CC(=O)Nc1cccc(Cl)c1Cl
i	54	0.15	CC(O)(CNC(=O)c1ccccc1C(F)(F)F)c1ccc(-c2ccccc2)cc1 (centres undefined)
i	49	0.07	CCOc1ccc(NC(=O)NCC2CCN(C(=O)NC(C)(C)C)CC2)cc1
i	63	0.039	CCCS(=O)(=O)c1nc2ccccc2n1CCN1CCOCC1
i	22	0.056	O=C(c1cccs1)N1CCC2(CC1)NC(=O)N(CCOc1ccccc1)C2=O
i	47	0.041	Cc1ccc(-c2ccc(N3CCN(C(=O)c4ccccn4)CC3)nn2)cc1C
i	51	0.14	COc1ccc(CC(=O)Nc2nc3c(s2)COc2ccccc2-3)cc1

One compound at a time, from the list above. Order of values: GluA2 TARP mod | GluA2 TARP mod glutamate slope | GluA2 TARP mod agonism max-min
Entry for NC(=O)c1ccc(NC(=O)Cc2csc(NC(=O)C3CCC(=O)N3)n2)cc1 (centres undefined) → i | 53 | 0.094
Entry for CCCS(=O)(=O)N1CCCc2cc(NC(=O)NCc3ccc(Cl)cc3)ccc21 → i | 56 | 0.1

Following part:
GluA2 TARP mod	GluA2 TARP mod glutamate slope	GluA2 TARP mod agonism max-min	Compound
i	54	0.083	Cc1cccc(NC(=O)C(=O)NCCc2ccc3c(c2)CCCN3C)c1
i	63	0.097	COc1ccccc1N1CCCn2c1nc1c2c(=O)n(Cc2ccc(F)cc2)c(=O)n1C
i	63	0.097	COc1ccc(NC(=O)c2cccc(S(=O)(=O)C(C)C)c2)c([N+](=O)[O-])c1
i	50	0.044	Cc1cnc2c(c1SCC(=O)Nc1cccc3ccccc13)c(=O)n(C)c(=O)n2C
i	60	0.098	COc1cn(CC(=O)Nc2ccc([N+](=O)[O-])cc2)c(CSc2ccccc2)cc1=O
i	44	0.083	O=C(NCCc1c[nH]c2ccccc12)C1COCC(=O)N1Cc1ccccc1 (centres undefined)
i	56	0.14	COc1ccccc1-n1nnc(-c2nnc(-c3ccc(C)cc3)o2)c1C
i	62	0.11	C=CCNC(=O)c1c(C(F)(F)F)nn(CC2CCCN(C(C)=O)C2)c1C (centres undefined)
i	59	0.031	Cc1ccc(C(CNC(=O)c2cccc([N+](=O)[O-])c2C)N(C)C)cc1 (centres undefined)
i	41	0.048	NC(=O)c1nc(-c2cc(Br)ccc2O)nc2c1[nH]c(=O)n2-c1ccccc1F
i	61	0.12	Cc1ccc(C)c(Sc2cc(N3CCC(C(=O)NCc4ccc5c(c4)OCO5)CC3)ncn2)c1
i	55	0.058	Cn1cccc1C(CNC(=O)C(=O)NC1CC1)N1CCc2ccccc2C1 (centres undefined)
i	59	0.062	COC(=O)c1ccc(NC(=O)CNC(=O)C2CCCCC2)cc1
i	73	0.13	CCOCCn1c(=O)c2c(nc3n(-c4ccc(C(=O)OCC)cc4)c(C)cn23)n(C)c1=O
i	73	0.13	O=C(/C=C/c1ccccc1Cl)N1CCC(Cn2cnc3ccccc32)CC1
i	66	0.059	CCOc1c(C)cc(S(=O)(=O)N2CCN(C)CC2)c(C)c1C
i	66	0.065	CCc1ccc(-c2ccc(=O)n(CC(=O)Nc3ccc(F)c([N+](=O)[O-])c3)n2)cc1
i	64	0.097	COCCn1c(=O)c2c(nc3n(C4CCCCC4)c(C)cn23)n(C)c1=O
i	63	0.12	COc1ccc(-c2nnc(NC(=O)c3ccccc3C)o2)cc1
i	25	0.056	O=C(NCC1CCCO1)c1ccc(S(=O)(=O)c2ccccc2)nc1 (centres undefined)
i	61	0.12	COc1ccc(S(=O)(=O)Nc2ccc(F)cc2)cc1N(C)S(=O)(=O)c1ccc(Cl)cc1
i	54	0.066	O=C(CSc1ccc(NC(=O)c2ccccc2)nn1)NC1CCCCC1
i	48	0.043	Cc1ccc(S(=O)(=O)N(C)c2c(C)ccc(S(=O)(=O)NCc3ccccc3)c2C)cc1
i	77	0.038	COc1ccc(S(=O)(=O)Nc2ccc3c(c2)N(C(=O)C2CCCC2)CC3)cc1OC
i	67	0.11	O=C(c1ccccc1)N1CCCc2cc(NS(=O)(=O)c3cccc(F)c3)ccc21
i	47	0.081	CSc1ccc(CC(=O)Nc2nnc(-c3cccs3)o2)cc1
i	61	0.041	Cc1cnc2c(c1SCC(=O)N1CCCc3ccccc31)c(=O)n(C)c(=O)n2C
i	46	0.13	O=C(C1=COCCO1)N(Cc1ccco1)c1nc2ccccc2s1
i	49	0.094	O=C(CN1N=NC2C(=O)N(c3ccc(F)c(Cl)c3)C(=O)C21)Nc1ccccc1 (centres undefined)
i	56	0.15	CCOc1ccc(C(=O)Nc2nnc(-c3cccs3)o2)cc1

(further entries)
GluA2 TARP mod	GluA2 TARP mod glutamate slope	GluA2 TARP mod agonism max-min	Compound
i	57	0.09	CCOC(=O)N1CCC(NC(=O)CCc2csc(NC(=O)c3cccs3)n2)CC1
i	59	0.086	COc1ccccc1N1CC(c2nc3ccccc3n2CC(O)COc2cc(C)ccc2C)CC1=O (centres undefined)
i	52&84	0.029&0.021	O=C(CSc1nnc2ccc(C(=O)NCc3ccccc3)cn12)Nc1ccc(Cl)cc1F
i	43	0.16	NC(=O)c1ccsc1NC(=O)CCCS(=O)(=O)c1ccc(Cl)cc1
i	63	0.11	COc1cccc(NC(=O)Nc2c(C)nc3sccn3c2=O)c1
i	64	0.1	N#Cc1ccc(Cl)cc1NC(=O)C(=O)N1CCN(c2ccc(F)cc2)CC1
i	48	0.042	COCCn1c(-n2nc(C)cc2C)nc2c1c(=O)n(Cc1cccc(C)c1)c(=O)n2C
i	56	0.039	Cc1ccccc1-c1nnc(SCC(=O)N2CCOCC2)o1
i	66	0.17	O=C(Nc1ccccc1F)N1CCCN(CCn2cccn2)CC1
+	9.3*	0.17*	CCOc1ccc2ccccc2c1C(=O)NCCc1ccsc1
i	60	0.038	Cc1ccc(NC(=O)C(=O)Nc2cc(F)ccc2F)cc1N1CCCC1=O
i	34	0.033	O=C(c1ccc(F)cc1F)N1CCN(c2nccn2-c2cccc(Cl)c2)CC1
i	43	0.024	O=C(Nc1ccc2ncsc2c1)c1ccc(N2C(=O)CCC2=O)cc1
i	44	0.1	COc1cccc(CNC(=O)CSc2nc(=O)n(N3CCN(C)CC3)c3c2CCCC3)c1
i	47	0.049	CCOc1ccc(-c2ccc(=O)n(CC(=O)Nc3cc(C(F)(F)F)ccc3Cl)n2)cc1
i	64	0.093	COc1ccc(N2CCCS2(=O)=O)cc1NC(=O)C(=O)NCCc1ccccc1
i	49	0.11	Cc1ccc([N+](=O)[O-])cc1NC(=O)Cc1cc(-c2ccc(F)cc2)on1
i	37	0.095	Cc1ccc(S(=O)(=O)Nc2cc(C)c(O)c(Cl)c2C(C)C)cc1
i	61	0.1	COc1cccc(C(=O)NCCCn2cccc2)c1
i	52	0.096	CC(=O)Nc1ccc(N2C(=O)/C(=C/c3ccc4c(c3)OCO4)SC2=S)cc1

Filtered by structure, the entries above with an NH in an aromatic ring (five)
GluA2 TARP mod	GluA2 TARP mod glutamate slope	GluA2 TARP mod agonism max-min	Compound
i	69	0.036	CCOC(=O)c1c(C)[nH]c(NC(=O)Nc2c(CC)cccc2CC)c1C
i	63	0.097	Cn1c(=O)[nH]c(=O)c2c1ncn2CC(=O)NCc1ccccc1
i	56	0.06	CCOC(=O)c1c(SCC(=O)N2CCc3ccccc32)nc(=O)[nH]c1C
i	44	0.083	O=C(NCCc1c[nH]c2ccccc12)C1COCC(=O)N1Cc1ccccc1 (centres undefined)
i	41	0.048	NC(=O)c1nc(-c2cc(Br)ccc2O)nc2c1[nH]c(=O)n2-c1ccccc1F

Source: PubChem BioAssay (Vanderbilt High Throughput Screening Facility)
